GSIS activator: GLuc luminescence reporter in INS-1E cells, primary screen for activators of glucose-dependent secretion of insulin. activation, % at 16.6 µM. 0.61% of 370,000 active. INS-1E GLuc reporter insulin secretion, 2-3 h;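 active means lowest replicate activation of at least 40%, so every replicate reaches that level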;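 further: 0% = median of neutral control wells and 100% = median of IBMX positive control wells; some compounds called inactive have numbers as strong as hits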
LGR2 inh: inhibitors of bursicon-induced LGR2 CRE-luciferase signal, primary screen, cell-based, HEK293, CRE-luciferase reporter, bursicon stimulation; bursicon-stimulated, 4 h; inhibition, % at 9.99 µM; 0.35% of 380,000 active; AID 720647, 2013;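 active means drop in luminescence signal, shown as inhibition above about 50% in the replicate tests, limit read from the data, passing the limit was not always enough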;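 further: agonist challenge used bursicon conditioned medium at about half maximal strength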
ARNT-TACC3 inh: disruptors of ARNT/TACC3 protein interaction, primary screen, biochemical, AlphaScreen, single concentration. Transforming acidic coiled-coil-containing protein 3 (Homo sapiens), Q9Y6A5. AlphaScreen His-ARNT PAS-B/GST-TACC3 binding, luminescence; TACC3 fragment carries E629A point mutation. inhibition, % at 9.99 µM. 0.66% of 390,000 active. AID 623870, 2012;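 active means mean inhibition of replicates at least 50% and at least half of replicates each reaching 50%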;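 further: 0% = complete ARNT plus TACC3 wells and 100% = ARNT alone without TACC3; many hits fall short of the cut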
Cneo AK release: Cryptococcus neoformans cell lysis inducers, primary screen, AK release luminescence, single concentration | C. neoformans lysis, adenylate kinase release luminescence, 4 h; normalised: neutral wells 0, clomiphene wells 100 | lysis activity, % at 15 µM | 0.2% of 360,000 active | AID 651654, 2012;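 active means mean lysis activity across replicates of at least 80%, whatever share of replicates individually reach that level; inactive means mean lysis activity below 80%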
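Material: C. neoformans cells; Schedule: 4 h static compound exposure, 37 °C, read 1 h post-reagent; Measured by: adenylate kinase release luminescence; Read-out: signal increase indicating cell lysis; Controls: Clomiphene as positive lysis control.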
PGC1a acetyl inh: inhibitors of PGC1a acetylation signal, primary screen, cell-based, U2OS, AlphaScreen, inhibitor mode | inhibition, % at 15.6 µM | AlphaScreen anti-acetyl-lysine; with virally co-expressed GCN5 acetyltransferase | 0.17% of 350,000 active;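 active means every replicate shows inhibition of at least 40%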;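 further: 0% = neutral control wells and 100% = positive control wells; some results beyond the cut were filed as inactive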
PglD inh: C. jejuni PglD acetyltransferase inhibitors, primary screen, biochemical, DTNB colorimetric, single point. purified PglD enzyme, DTNB colorimetric CoA detection. inhibition, % at 12.5 µM. 0.098% of 360,000 active. AID 602405, 2012; in the data active means inhibition above about 16%, passing the limit was not always enough; further: strong numbers were not always called active
PAX8 reporter: inhibitors of PAX8-driven TPO luciferase reporter, primary screen, RMG-I cells, single concentration; SteadyGlo, 24 h; inhibition, % at 12.6 µM; 1.2% of 360,000 active; AID 652154, 2013;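 active means mean replicate inhibition at least 60% with every replicate also reaching 60%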;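 further: luciferase light reporting Pax8 driven TPO promoter activity; plate controls were median of neutral control wells for no effect and mitoxantrone controls for full effect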
C2C12 statin: suppressors of statin myotoxicity in C2C12 myotubes, primary screen, cell-based, single point, plate reader | C2C12 myotubes + simvastatin, ATP luminescence, 48 h; scaled: DMSO 0, geranylgeraniol control 100 | rescue of ATP level, % at 7.49 µM | 0.78% of 330,000 active | AID 602340, 2012;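 active means mean ATP rescue above about 67%, or every replicate alone reaching that limit, limit read from the data, passing the limit was not always enough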;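 further: myotubes were challenged with 10 µM simvastatin during compound exposure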
The depositor's hits bear a star.

What do the screens show for `O=C(NNC(=S)Nc1ccccc1)c1cc(-c2cccnc2)nc2ccccc12`?
GSIS activator: -16; LGR2 inh: -6; ARNT-TACC3 inh: 13; PGC1a acetyl inh: 0; PAX8 reporter: -25

How did CC1(C(=O)NS(=O)(=O)c2cccc(C#N)c2)CCN1C(=O)c1ccccc1 (stereo not drawn) do in these assays?
GSIS activator: -6; LGR2 inh: 15; Cneo AK release: 4; PGC1a acetyl inh: -13; PglD inh: 5; PAX8 reporter: -27; C2C12 statin: 0

Results for O=C(NCc1ccc(Cl)cc1)c1ccc(Cn2cc(C(F)(F)F)ccc2=O)cc1 ?
ARNT-TACC3 inh: -3; Cneo AK release: -1; PGC1a acetyl inh: -18; PglD inh: -3; PAX8 reporter: 0; C2C12 statin: 16

Results for CCn1cc(S(=O)(=O)NCc2ccc(OC)cc2)cn1 ?
GSIS activator: 8; LGR2 inh: -2; ARNT-TACC3 inh: -14; Cneo AK release: 5; PGC1a acetyl inh: -5; PglD inh: 0; PAX8 reporter: -16

Results for Cc1occc1C(=O)NNC(=S)NCc1ccccc1 ?
GSIS activator: 2; LGR2 inh: -10; ARNT-TACC3 inh: -5; Cneo AK release: 3; PGC1a acetyl inh: 2; PglD inh: -5; PAX8 reporter: 5

How did CCN1CCN(CCC(=O)Nc2cc(OC)ccc2OC)CC1 do in these assays?
GSIS activator: -7; LGR2 inh: 0; ARNT-TACC3 inh: -1; Cneo AK release: 0; PglD inh: 6; PAX8 reporter: 8; C2C12 statin: -10

Results for CCOc1ccc(N2C(=O)CC(Sc3nc4ccc(OCC)cc4s3)C2=O)cc1 (stereo not drawn) ?
Cneo AK release: 2; PGC1a acetyl inh: -3; PglD inh: 5; C2C12 statin: -2

Results for O=C(O)CCCNC(=O)CCn1nnc2ccccc2c1=O ?
GSIS activator: -3; LGR2 inh: 27; ARNT-TACC3 inh: -5; Cneo AK release: 0; PGC1a acetyl inh: -1; PglD inh: -5; PAX8 reporter: -15; C2C12 statin: 5

What do the screens show for `O=C(NCC[C@@H]1CC[C@@H](NC(=O)C2CC2)[C@@H](CO)O1)c1cnccn1`?
GSIS activator: 7; LGR2 inh: -6; ARNT-TACC3 inh: 1; Cneo AK release: -2; PGC1a acetyl inh: 1; PglD inh: -3; PAX8 reporter: -8; C2C12 statin: -2

What do the screens show for `C#CCCC/C(=C\C(=O)N(C)[C@H](C(=O)N(C)[C@H](C(=O)N(C)[C@H](C(=O)N(C)[C@H](C(N)=O)C(C)C)C(C)C)C(C)C)C(C)C)OC`?
LGR2 inh: 7; ARNT-TACC3 inh: -1; Cneo AK release: 0; PGC1a acetyl inh: 6; PglD inh: -2; PAX8 reporter: -1; C2C12 statin: 4

Results for CN(C(=O)c1ccc(S(=O)(=O)N2CCCC2)cc1)C1CCS(=O)(=O)C1 (stereo not drawn) ?
GSIS activator: -2; LGR2 inh: 3; ARNT-TACC3 inh: -8; Cneo AK release: -2; PglD inh: 4; PAX8 reporter: 6; C2C12 statin: -4

Results for O=C(CCCC(=O)N(c1cccc(F)c1)C(C(=O)NC1CCCC1)c1ccc(O)cc1)Nc1ccccn1 (stereo not drawn) ?
GSIS activator: -5; LGR2 inh: -5; ARNT-TACC3 inh: -2; Cneo AK release: 2; PglD inh: 0; PAX8 reporter: -11; C2C12 statin: -3

How did N#Cc1ccc(-c2ccc(C3[C@H]4CNC[C@@H]3N4C(=O)Nc3ccccc3F)cc2)cc1 (stereo partly drawn) do in these assays?
GSIS activator: -10; LGR2 inh: -16; PGC1a acetyl inh: 8; PAX8 reporter: 2

What do the screens show for `COc1cc(-c2cc(N)n(S(=O)(=O)c3ccccc3)n2)cc(OC)c1OC`?
LGR2 inh: -1; ARNT-TACC3 inh: 3; Cneo AK release: -2; PGC1a acetyl inh: 0; PglD inh: -6; PAX8 reporter: 14; C2C12 statin: 12

What do the screens show for `Cc1ccc(S(=O)(=O)Nc2ccc3c(c2)C(=O)N([C@@H](C)CO)C[C@H](C)[C@H](CN(C)S(=O)(=O)c2cccs2)OCCCC[C@@H](C)O3)cc1`?
GSIS activator: 4; LGR2 inh: 1; ARNT-TACC3 inh: 8; Cneo AK release: 0; PGC1a acetyl inh: 1; PglD inh: 0; PAX8 reporter: 1

How did O=C(O)CCN1CCc2ccccc21 do in these assays?
ARNT-TACC3 inh: -5; Cneo AK release: 1; PGC1a acetyl inh: 26; PglD inh: -3; PAX8 reporter: 13; C2C12 statin: -5

What do the screens show for `Cc1ccccc1S(=O)(=O)Oc1ccc2ccc(O)cc2c1`?
GSIS activator: -8; LGR2 inh: -49; ARNT-TACC3 inh: -4; Cneo AK release: -5; PGC1a acetyl inh: 1; PglD inh: -2; PAX8 reporter: -77; C2C12 statin: 19

What do the screens show for `CN1C(=O)c2cc(NC(=O)c3ccccc3)ccc2OC[C@@H]2O[C@H](CC(=O)NC3CCCC3)CC[C@H]21`?
GSIS activator: -2; LGR2 inh: -4; ARNT-TACC3 inh: -6; Cneo AK release: -1; PGC1a acetyl inh: 3; PglD inh: -2; PAX8 reporter: -5; C2C12 statin: -2

Results for CCCNC(=O)COc1ncnc2sccc12 ?
GSIS activator: -4; LGR2 inh: 0; ARNT-TACC3 inh: 36; Cneo AK release: 2; PGC1a acetyl inh: 3; PglD inh: -2; PAX8 reporter: 14; C2C12 statin: -17

How did CCCNC(=O)Nc1ccc2c(c1)OC[C@H](C)N(CC1CCCC1)C[C@@H](C)[C@H](OC)CN(C)C2=O do in these assays?
GSIS activator: -20; LGR2 inh: 13; ARNT-TACC3 inh: -2; Cneo AK release: 14; PGC1a acetyl inh: 15; PglD inh: 2; PAX8 reporter: 18; C2C12 statin: -3

Results for COc1cc(-c2nc3c4ccccc4nc(=S)n3[nH]2)cc(OC)c1OC ?
GSIS activator: 7; LGR2 inh: 4; ARNT-TACC3 inh: -5; Cneo AK release: 0; PGC1a acetyl inh: 29; PglD inh: -7; PAX8 reporter: -7; C2C12 statin: -5

Results for COc1cccc(CN2CCN(CC(=O)NCCc3ccccc3)CC2)c1 ?
GSIS activator: 8; LGR2 inh: -7; ARNT-TACC3 inh: -1; Cneo AK release: 1; PGC1a acetyl inh: 24; PglD inh: 1; PAX8 reporter: 19; C2C12 statin: 16

How did CCOc1ccccc1C(=O)NC(C(=O)Nc1cccc(S(N)(=O)=O)c1)C(C)C (stereo not drawn) do in these assays?
GSIS activator: -10; LGR2 inh: 0; ARNT-TACC3 inh: 16; Cneo AK release: 4; PGC1a acetyl inh: -4; PglD inh: 2; PAX8 reporter: -58; C2C12 statin: 4

What do the screens show for `COc1ccccc1NC(=O)C(C)OC(=O)CSCC(=O)Nc1cc(C)on1` (stereo not drawn)?
GSIS activator: 6; LGR2 inh: -1; ARNT-TACC3 inh: 1; Cneo AK release: 0; PGC1a acetyl inh: 11; PglD inh: 4; PAX8 reporter: -5; C2C12 statin: -4

How did CCC(=O)Nc1ccc2c(c1)OC[C@@H](C)N(C(=O)c1ccccc1F)C[C@@H](C)[C@@H](OC)CN(C)C2=O do in these assays?
GSIS activator: -17; LGR2 inh: -2; ARNT-TACC3 inh: -2; Cneo AK release: 1; PglD inh: 1; PAX8 reporter: -9; C2C12 statin: -8

What do the screens show for `O=C(C[C@H]1CC[C@@H](NC(=O)Cc2cccnc2)[C@H](CO)O1)NCc1ccc2c(c1)OCO2`?
GSIS activator: 3; LGR2 inh: 1; ARNT-TACC3 inh: -6; Cneo AK release: -1; PGC1a acetyl inh: -5; PglD inh: -2; PAX8 reporter: -15; C2C12 statin: -9

Results for CCc1ccc2oc(=O)cc(CN3CCCCC3C)c2c1 (stereo not drawn) ?
ARNT-TACC3 inh: 3; Cneo AK release: -4; PglD inh: 0; PAX8 reporter: 14

What do the screens show for `CC(=O)Nc1ccc(N(CC(=O)NC2CCCCC2)C(=O)Cn2nnc(-c3ccccc3)n2)cc1`?
GSIS activator: -5; LGR2 inh: 0; ARNT-TACC3 inh: -7; Cneo AK release: -7; PglD inh: -4; PAX8 reporter: 16; C2C12 statin: -4

What do the screens show for `C/C(=C\c1ccc(Cl)cc1)C(=O)c1c(C)cc(C)[nH]c1=O`?
GSIS activator: -18; LGR2 inh: 28; ARNT-TACC3 inh: 2; Cneo AK release: -3; PGC1a acetyl inh: 10; PglD inh: 2; PAX8 reporter: 12; C2C12 statin: 9

How did Cc1noc(C)c1NC(=O)N(C)C[C@H]1Oc2c(NC(=O)C3CCCCC3)cccc2C(=O)N([C@@H](C)CO)C[C@H]1C do in these assays?
GSIS activator: -1; LGR2 inh: 9; ARNT-TACC3 inh: -2; Cneo AK release: -1; PGC1a acetyl inh: 7; PglD inh: 2; PAX8 reporter: -10; C2C12 statin: -8

Results for COc1ccccc1CN1CC(C(=O)NCC2(O)CCCCC2)CCC1=O (stereo not drawn) ?
GSIS activator: 6; LGR2 inh: -19; Cneo AK release: -1; PGC1a acetyl inh: 6; PglD inh: 4; PAX8 reporter: -9; C2C12 statin: 3

How did COc1cccc(C2=NOC(C(=O)NCc3cccs3)C2)c1 (stereo not drawn) do in these assays?
ARNT-TACC3 inh: 1; Cneo AK release: -1; PGC1a acetyl inh: 8; PglD inh: 0

How did CCCCNc1c(N)n(CCC)c(=O)[nH]c1=O do in these assays?
GSIS activator: 36; LGR2 inh: 8; ARNT-TACC3 inh: -7; Cneo AK release: -1; PGC1a acetyl inh: 3; PglD inh: -2; PAX8 reporter: -8; C2C12 statin: -2

Structural class: the entries above with a halogen.
Results for O=C(NCc1ccc(Cl)cc1)c1ccc(Cn2cc(C(F)(F)F)ccc2=O)cc1 ?
ARNT-TACC3 inh: -3; Cneo AK release: -1; PGC1a acetyl inh: -18; PglD inh: -3; PAX8 reporter: 0; C2C12 statin: 16

Results for O=C(CCCC(=O)N(c1cccc(F)c1)C(C(=O)NC1CCCC1)c1ccc(O)cc1)Nc1ccccn1 (stereo not drawn) ?
GSIS activator: -5; LGR2 inh: -5; ARNT-TACC3 inh: -2; Cneo AK release: 2; PglD inh: 0; PAX8 reporter: -11; C2C12 statin: -3

How did N#Cc1ccc(-c2ccc(C3[C@H]4CNC[C@@H]3N4C(=O)Nc3ccccc3F)cc2)cc1 (stereo partly drawn) do in these assays?
GSIS activator: -10; LGR2 inh: -16; PGC1a acetyl inh: 8; PAX8 reporter: 2

How did CCC(=O)Nc1ccc2c(c1)OC[C@@H](C)N(C(=O)c1ccccc1F)C[C@@H](C)[C@@H](OC)CN(C)C2=O do in these assays?
GSIS activator: -17; LGR2 inh: -2; ARNT-TACC3 inh: -2; Cneo AK release: 1; PglD inh: 1; PAX8 reporter: -9; C2C12 statin: -8

What do the screens show for `C/C(=C\c1ccc(Cl)cc1)C(=O)c1c(C)cc(C)[nH]c1=O`?
GSIS activator: -18; LGR2 inh: 28; ARNT-TACC3 inh: 2; Cneo AK release: -3; PGC1a acetyl inh: 10; PglD inh: 2; PAX8 reporter: 12; C2C12 statin: 9

Screening data as filed in PubChem BioAssay.
